# TEAD-YAP block = TEAD-YAP interaction inhibition, primary screen, TEAD-YAP interaction inhibitor project, luminescence, HEK-TIYL cells; AID 1259422, 2018; inhibition, % at 9.12 µM; 640,000 tested, 1.4% active; TEAD-Gal4/YAP UAS-luciferase luminescence; in the data active = inhibition above about 32%;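 also: 0% = median of test compound wells and 100% = reference inhibitor wells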
# GPR151 ag = activators of human GPR151, primary screen, cell-based, PathHunter beta-arrestin, luminescence. G-protein coupled receptor 151 (Homo sapiens), Q8TDV0. PathHunter beta-arrestin GPR151 cells. activation, % at 11.2 µM. 650,000 tested, 1% active; in the data active = activation above about 4.9%;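 also: 0% = median of compound wells and 100% = cells with positive control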
# Target sequence (Q8TDV0 whole entry, looked up): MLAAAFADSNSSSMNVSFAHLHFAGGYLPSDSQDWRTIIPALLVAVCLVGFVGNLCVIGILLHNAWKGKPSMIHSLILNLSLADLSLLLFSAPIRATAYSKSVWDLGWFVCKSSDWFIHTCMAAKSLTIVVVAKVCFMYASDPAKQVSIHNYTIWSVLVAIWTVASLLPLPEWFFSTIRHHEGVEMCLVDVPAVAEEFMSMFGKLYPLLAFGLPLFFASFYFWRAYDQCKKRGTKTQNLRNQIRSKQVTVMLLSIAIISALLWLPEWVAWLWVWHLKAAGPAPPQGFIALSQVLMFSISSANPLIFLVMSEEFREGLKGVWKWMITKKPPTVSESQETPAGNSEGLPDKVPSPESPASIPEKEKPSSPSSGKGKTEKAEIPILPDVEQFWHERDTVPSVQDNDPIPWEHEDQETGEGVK
# MITF primary = MITF inhibitors, primary screen, biochemical, AlphaScreen, human; Microphthalmia-associated transcription factor (Homo sapiens), O75030; AlphaScreen MITF homodimerization, bead proximity signal; inhibition, % at 2.6 µM; 650,000 tested, 0.91% active; AID 1259374, 2018; in the data active = inhibition above about 50%;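 also: 0% = vehicle wells with protein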
# Target sequence (O75030 whole entry, looked up): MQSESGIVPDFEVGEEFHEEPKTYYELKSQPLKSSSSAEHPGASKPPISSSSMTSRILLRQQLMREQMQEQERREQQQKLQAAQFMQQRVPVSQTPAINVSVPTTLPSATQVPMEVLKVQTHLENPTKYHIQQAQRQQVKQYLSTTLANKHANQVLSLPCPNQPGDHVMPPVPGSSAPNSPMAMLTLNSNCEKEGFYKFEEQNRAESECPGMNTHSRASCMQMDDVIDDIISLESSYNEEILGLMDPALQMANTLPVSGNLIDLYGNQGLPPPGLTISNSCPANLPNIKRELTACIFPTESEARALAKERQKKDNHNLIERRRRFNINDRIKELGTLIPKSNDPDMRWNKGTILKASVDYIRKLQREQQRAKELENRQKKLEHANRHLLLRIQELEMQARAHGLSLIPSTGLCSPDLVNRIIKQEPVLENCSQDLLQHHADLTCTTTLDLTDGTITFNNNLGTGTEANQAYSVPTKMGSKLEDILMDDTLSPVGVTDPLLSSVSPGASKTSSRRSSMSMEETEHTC
# FBW7 activator = FBW7 E3 ligase activators, primary screen, biochemical, AlphaScreen, human; AlphaScreen FBW7–phospho-cyclin E peptide binding, activator screen; normalized activity (activation), % at 26.1 µM; 650,000 tested, 0.13% active; in the data active = normalized activity above about 1.9%;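 also: purified mutant Fbw7 with reduced substrate affinity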
# Starred values were filed as active, the others as inactive; . = not tested or not shown; & = joins results of further samples. An unsorted share of the library; 3.4% or so of the library scored in one or more.
SMILES,TEAD-YAP block,GPR151 ag,MITF primary,FBW7 activator
Fc1ccccc1/C=N/Nc1nc2ccccc2o1,-67,-0.8,10,0.2
COc1ccccc1C(=O)NCCC(=O)Nc1cc(C(N)=O)cc(C(N)=O)c1,-4,2.6,8,0.1
CCCN(Cc1ccccc1)C(=O)Nc1ccc2nsnc2c1,5,-1.3,6,0.3
COc1ccc(Br)cc1S(=O)(=O)N1CCN(c2ccccc2Cl)CC1,-7,2.1,-5,-0.3
CCOC(=O)c1sc(NC(=O)C(C)Sc2nnc(CNC(=O)Cc3ccccc3)n2C2CCCCC2)c(C(=O)OCC)c1C (stereo not drawn),-2,0.1,-10,0.0
COC1(OC)N=C(N)C2(C#N)C3(CCCCC3)C12C#N (stereo not drawn),-5,-1.0,-16,0.0
CCc1ccc(-n2c(=S)sc3c(=O)n(-c4ccc(F)cc4)c(SCc4cccc([N+](=O)[O-])c4)nc32)cc1,4,-1.5,-5,-0.1
Cn1nc(C(=O)OCc2nc3ccc(Cl)cc3n2CCO)c2ccccc2c1=O,1,1.4,-3,0.1
Cc1cc(C)n(-c2cc(N3CCN(S(=O)(=O)Cc4ccccc4)CC3)nc(C)n2)n1,3,1.5,1,0.1
Cc1ccc(OCC(=O)Nc2cccc(-c3nc4cc(C)cc(C)c4o3)c2C)c(C)c1,10,0.7,23,1.0
COc1ccc(-c2nc3n(n2)C(=O)CC(c2ccc(C)cc2)S3)cc1 (stereo not drawn),8,-0.6,2,0.0
CCCOc1cccc(C(=O)Nc2cccc(Cl)c2N2CCOCC2)c1,10,1.7,-32,0.4
CCC1CCCCN1S(=O)(=O)c1ccc(C(=O)Nc2nc3c(s2)CCCC3)cc1 (stereo not drawn),-3,2.3,-2,0.0
O=C(Cn1cnc2ccccc2c1=O)NCCC(=O)Nc1ccccc1F,-7,0.1,-4,0.0
Oc1ccc(/C=N/Nc2ccc(Cl)nn2)cc1O,-18,-2.6,8,-0.5
Cc1cc(OCC(=O)NCC(C)C)cc(C)c1Br,-4,0.2,4,0.1
N#CC1C(=O)NC(=S)C(C#N)C12CCCC2 (stereo not drawn),-7,1.3,-2,-0.2
COc1ccccc1N1C(=O)C2C(C1=O)C2(c1ccccc1)c1ccccc1 (stereo not drawn),9,0.5,14,0.2
CN=C1NC(c2ccccc2)N(c2ccccc2)S1 (stereo not drawn),.,-1.4,-16,0.1
CCOC(=O)N1CC=C2C(C#N)=C(N)C(C#N)(C#N)C(c3cc(OC)ccc3F)C2C1 (stereo not drawn),3,0.0,-12,0.3
COC(=O)c1c(NC(=O)COc2cc(Cl)ccc2Cl)sc2c1CCCC2,7,-1.2,12,0.0
Cc1ccccc1OCC(=O)N/N=C/c1cccs1,-9,-1.0,-4,0.1
CCc1ccc(N(CC(=O)NC(C)c2ccccc2)S(C)(=O)=O)cc1 (stereo not drawn),1,-0.1,3,0.0
O=C(COc1ccc(Cl)cc1Cl)NCCOc1ccccc1,-17,0.3,2,0.0
Nc1nonc1-n1nnc(C(=O)N=Nc2c(O)[nH]c3ccccc23)c1CN1CCCC1,4,4.3,4,0.1
O=C(O)c1ccc2c(c1)CCCC2,.,1.0,10,.
CC(C)(C)NC(=O)C(c1ccco1)N(C(=O)c1csnn1)c1cccc(Cl)c1 (stereo not drawn),-1,0.6,7,0.1
COc1ccc(C(NC(=O)C2CCN(C(=O)c3ccco3)CC2)c2ccccn2)cc1 (stereo not drawn),8,-0.1,-4,0.0
COc1ccc(C2CC(C(F)(F)F)n3nc(C(=O)Nc4cc(Cl)cc(Cl)c4)cc3N2)cc1OC (stereo not drawn),2,-0.2,-4,0.0
CC1=C(C)CC2C(=O)N(c3ccc([N+](=O)[O-])cc3)C(=O)C2C1 (stereo not drawn),-7,-0.5,0,-0.3
COc1cccc2cc(S(=O)(=O)c3ccc(C(C)C)cc3)c(=O)oc12,3,-0.2,4,0.1
Cn1c(=O)c2c(SCc3ccccn3)nc(-c3ccccc3F)nc2n(C)c1=O,-4,-0.7,-3,0.1
Cc1[nH]nc2c1C(c1ccc([N+](=O)[O-])cc1)N(c1ccc(Br)cc1)C2=O (stereo not drawn),-5,-0.4,-1,-0.4
COCCN(Cc1cc2cc3c(cc2nc1Cl)OCO3)C(=O)Nc1ccc(OC)cc1,-17,-0.5,-4,-0.1
COc1ccc(NC(=O)/C=C/c2ccc(Cl)cc2)cc1,-60,-8.0,8,0.0
CCS(=O)(=O)N1CC=C[C@H]1C(=O)Nc1ccc(OC)cc1,-17,-0.3,-10,0.0
CCOc1cc(C2Nc3ccc(C(=O)c4ccccc4)cc3NC3=C2C(=O)CC(C)(C)C3)ccc1O (stereo not drawn),45*,-1.0,4,0.4
CC(C)CCC[C@@H](C)[C@H]1CC[C@H]2[C@@H]3CC(=O)[C@@]4(O)C[C@@H](O)CC[C@]4(C)[C@H]3CC[C@]12C,.,-2.0,-11,.
CCN(CCN(C)C)C1CCC(=O)N(Cc2ccc(F)cc2)CC1 (stereo not drawn),1,0.1,-4,-0.1
C/C(=N/Nc1ccc(C)cc1)C1(C)N(O)C(C)(C)C(c2ccco2)=[N+]1[O-] (stereo not drawn),-12,-0.6,-1,-0.1
COc1ccc(/C=C2\N=C(c3ccc(Br)cc3)OC2=O)cc1OC(C)=O,3,-0.1,5,0.3
C=CCNC(=O)C1CCCN(S(=O)(=O)c2ccc3ccccc3c2)C1 (stereo not drawn),2,-0.2,-4,-0.1
Cc1cccnc1NC(=O)CN(C)S(=O)(=O)c1cc2c(cc1Cl)NC(=O)CO2,-13,4.2,-1,0.1
O=C(NCc1ccc(F)cc1)c1cc(S(=O)(=O)N2CCOCC2)ccc1Sc1ccc(Br)cc1,11,0.9,14,0.3
COc1ccc(OC)c(NC(=O)CN2CCC(n3nnc4cc(F)ccc43)CC2)c1,-23,1.8,4,-0.1

# Another view of 2 compounds above.
# Fields – TEAD-YAP block | GPR151 ag | MITF primary | FBW7 activator
COc1ccc(-c2nc3n(n2)C(=O)CC(c2ccc(C)cc2)S3)cc1 (stereo not drawn)
 : 8 | -0.6 | 2 | 0.0
CCCOc1cccc(C(=O)Nc2cccc(Cl)c2N2CCOCC2)c1
 : 10 | 1.7 | -32 | 0.4

# Continued:
SMILES,TEAD-YAP block,GPR151 ag,MITF primary,FBW7 activator
COC(=O)c1cc2c(=O)[nH]c(C(Cl)(Cl)Cl)nc2s1,12,0.1,-2,-0.4
c1ccc(CSc2ccc(-c3cccs3)nn2)nc1,-43,-0.7,10,-0.1
Cc1cc(Cl)ccc1OCC(=O)n1cnc2ccccc21,-4,0.3,14,0.6
CC(=O)Oc1ccccc1-c1nc2s/c(=C\c3cn(-c4ccccc4)nc3-c3ccc(Br)cc3)c(=O)n2n1,0,-2.2,7,0.5
CSC1=NSC2=NC(=O)/C(=C\c3ccc([N+](=O)[O-])cc3)C(=N)N12,-43,11*,5,-0.3
O=C(Oc1ccc(OC(=O)c2ccccc2)c(S(=O)(=O)c2ccc(Cl)cc2)c1)c1ccccc1,4,0.6,-3,0.0
C/C(=N\N1CCCCC1)c1ccccc1O,9,-0.4,-8,0.1
COc1cc(C=C2C(=O)NC(=O)NC2=O)ccc1OCC(=O)Nc1ccc(C)cc1,-6,-0.1,7,-0.7
O=C(c1ccc(N2C(=O)C3CC=C(Cl)CC3C2=O)cc1)N1CCOCC1 (stereo not drawn),0,1.1,-7,0.0
COc1ccc(C(=O)N(CCO)Cc2cc3cc(C)ccc3[nH]c2=O)cc1,2,-1.0,7,0.0
Cc1cc(C(F)(F)F)c(C#N)c(SCC(=O)Nc2ccccc2[N+](=O)[O-])n1,15,1.2,14,-0.1
O=[N+]([O-])c1ccc(N2CCN(Cc3cccc([N+](=O)[O-])c3)CC2)cc1,12,-0.5,16,-0.2
O=C(COC(=O)c1ccc([N+](=O)[O-])o1)c1ccc(OC(F)F)cc1,-3,1.2,5,0.0
CS(=O)(=O)N(C(=O)NC(=O)Nc1ccc(C=C(C#N)C#N)cc1)c1ccc(Cl)cc1,7,-0.7,0,0.1
COc1cc(=O)n2c(c1C(=O)NCCC(C)C)CCN(CC(C)c1ccccc1)CC2 (stereo not drawn),6,-0.9,9,0.1
Nc1cccc(-c2nccc(NCc3nc4ccccc4[nH]3)n2)c1,-2,-1.8,9,0.2
CC(C)c1nc(SCC(N)=O)c2ccccc2n1,-2,-0.6,-3,-0.2
CCOC(=O)COc1cccc2c(=O)n(CC(=O)Nc3cccc(F)c3)ccc12,-2,-0.6,-9,0.2
Cc1cc(C)c(NC(=O)CSc2ccc3nnc(-c4ccncc4)n3n2)c(C)c1,-11,-0.4,-10,-0.3
CCOC(=O)CN1CCN(C(=O)c2ccco2)C(C(=O)N2CCCC2)C1 (stereo not drawn),2,-1.2,-1,0.0
COCCCN1C(=O)C(=O)/C(=C(\O)c2ccc(C)cc2)C1c1ccccc1OC (stereo not drawn),6,1.0,1,0.1
Cc1nn(C)c2nc(-c3cccs3)cc(C(F)(F)F)c12,4,-0.8,-12,0.3
COC(=O)c1cccc(NC(=O)c2ccc(NC(=O)c3ccco3)cc2)c1,3,1.2,2,0.3
COc1ccc(C2CC(c3ccccc3)=NN2C(=O)CSc2nnc(C)n2C)cc1 (stereo not drawn),15,0.6,-12,-0.2
COc1ccc(-c2ccc(SCC(=O)O)nn2)cc1OC,-1,-0.3,13,1.2
COCCN1Cc2cccc(C(=O)Nc3ccc(-c4nc5ccccc5[nH]4)cc3)c2C1=O,-31,-1.4,-1,-0.1
COc1ccc(Br)cc1C(=O)N/N=C/c1ccc2c(c1)n(C)c(=O)n2C,3,0.3,2,0.3
Cc1cccc(CN2C(=O)CCC2c2nc(C3CC3)no2)c1 (stereo not drawn),3,-1.5,11,0.3
Cc1ccc(O)c(/C=N/NC(=O)c2sc3ccccc3c2O)c1,6,1.1,5,0.0
O=S(=O)(c1ccc(NC(=S)Nc2ccc(F)cc2F)cc1)N1CCOCC1,-1,1.5,-2,0.0
COC(=O)C(=NNc1c(Cl)cc(Cl)cc1Cl)C(=O)OC,-12,-1.9,10,-0.1
COc1ccc(NC(=O)c2ccccc2NC(=O)c2cccc(S(=O)(=O)N3CCCCC3)c2)cc1,7,0.2,14,0.4
COc1ccccc1NC(=O)CSc1nc2n[nH]c(C)c2c(=N)n1-c1cccc(C)c1,16,-0.8,-3,-0.1
CCOc1ccccc1/C=N/NC(=O)CCc1n[nH]c(=O)[nH]c1=O,9,1.7,12,0.0
c1coc(CNc2nc(N3CCOCC3)nc3ccccc23)c1,0,-0.8,-16,-0.1
NNc1ncnc2scc(-c3cccs3)c12,0,-1.6,1,-0.1
COCCn1c(C)cc(C(=O)CSc2ccc3c(c2)OCCO3)c1C,-33,-1.8,6,0.0
Cc1cc(C)c2nc3s/c(=C/c4ccc(Br)c([N+](=O)[O-])c4)c(=O)n3c2c1,-8,-0.3,9,-0.1
O=C(c1ccc(F)cc1)N1CCN(c2ncccn2)CC1,9,1.1,-3,-0.1
COC(=O)c1ccc(NC(=O)c2ccc3c(c2)C(=O)N(C)C3=O)cc1,0,1.3,-7,0.1
CN(CC(=O)NC1CCCCC1)S(=O)(=O)c1ccc(Br)cc1,8,0.3,-3,-0.1
O=C(NC1CCCC1)C(c1ccc(F)cc1)N(C(=O)c1csnn1)C1CC1 (stereo not drawn),7,0.3,2,0.0
O=C(O)c1ccccc1-n1cnc2ccccc2c1=O,-7,-0.6,-2,0.0
Nc1nnc(-c2cccc(Cl)c2Cl)c(N)n1,3&-8&-6,0.0&-1.5&-0.5&0.3&0.9,6&6&7&4&9,0.0&1.0&0.7&0.1&0.0

# Laid out differently: results already given.
# Order of values – TEAD-YAP block	GPR151 ag	MITF primary	FBW7 activator
- COc1ccc(NC(=O)c2ccccc2NC(=O)c2cccc(S(=O)(=O)N3CCCCC3)c2)cc1
    7	0.2	14	0.4
- COc1ccccc1NC(=O)CSc1nc2n[nH]c(C)c2c(=N)n1-c1cccc(C)c1
    16	-0.8	-3	-0.1
- CCOc1ccccc1/C=N/NC(=O)CCc1n[nH]c(=O)[nH]c1=O
    9	1.7	12	0.0
- c1coc(CNc2nc(N3CCOCC3)nc3ccccc23)c1
    0	-0.8	-16	-0.1
- NNc1ncnc2scc(-c3cccs3)c12
    0	-1.6	1	-0.1
- COCCn1c(C)cc(C(=O)CSc2ccc3c(c2)OCCO3)c1C
    -33	-1.8	6	0.0
- Cc1cc(C)c2nc3s/c(=C/c4ccc(Br)c([N+](=O)[O-])c4)c(=O)n3c2c1
    -8	-0.3	9	-0.1
- O=C(c1ccc(F)cc1)N1CCN(c2ncccn2)CC1
    9	1.1	-3	-0.1
- COC(=O)c1ccc(NC(=O)c2ccc3c(c2)C(=O)N(C)C3=O)cc1
    0	1.3	-7	0.1
- CN(CC(=O)NC1CCCCC1)S(=O)(=O)c1ccc(Br)cc1
    8	0.3	-3	-0.1
- O=C(NC1CCCC1)C(c1ccc(F)cc1)N(C(=O)c1csnn1)C1CC1 (stereo not drawn)
    7	0.3	2	0.0
- O=C(O)c1ccccc1-n1cnc2ccccc2c1=O
    -7	-0.6	-2	0.0
- Nc1nnc(-c2cccc(Cl)c2Cl)c(N)n1
    3&-8&-6	0.0&-1.5&-0.5&0.3&0.9	6&6&7&4&9	0.0&1.0&0.7&0.1&0.0
